Assay outcomes deposited in PubChem BioAssay by Columbia University Molecular Screening Center.
Htt clearance: clearance of mutant huntingtin inclusions, primary screen, imaging, HeLa Exon1htt(103Q)mCFP, confocal imaging; aggregate imaging; zero = plate's median compound well; inhibition, % at 1.5 µM; actives 0.42% (n = 47,000);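 active = inhibition of aggregate fluorescence above about 70%, also judged a hit by eye on the cell image, limit read from the data, passing the limit was not always enough; inconclusive = no rule stated for this call; inactive = not judged a hit on image review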;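 also: cells exposed to compound for three days before fixation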
Htt clearance grain fraction: also measured in Htt clearance; calls as there; fraction fluorescence in grains; measured here: aggregate grain fluorescence fraction; stronger effect = lower value;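 scaled fraction of total cell fluorescence in grains with unit not stated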
Numbers without * were called inactive; ? = inconclusive; nt = no result given. The list is partial; count on the stated rates, not on these rows.

Fields: Htt clearance | Htt clearance grain fraction
- COC(=O)C1=C(C)NC(=O)CC1c1cc(Br)ccc1F (stereo unspecified)
 : -4 | 19
- CCOc1ccccc1N1CCN(CC(=O)Nc2nnc(CC)s2)CC1
 : -2 | 19
- COc1cccc(OC)c1C(=O)Nc1c(C)n(C)n(-c2ccccc2)c1=O
 : 26 | 25
- Cc1ccc(NC(=O)c2cccs2)cc1NC(=O)c1ccco1
 : 4 | 33
- CCCCN1C(=O)C(NC(C)=O)c2ccccc21 (stereo unspecified)
 : 8 | 15
- CC(C)N(C(=O)CSc1nc2ccccc2n1-c1ccccc1)C(C)C
 : -15 | 46
- CC1CCN(CCCNC(=O)C2CC(=O)N(C3CCCCCC3)C2)CC1 (stereo unspecified)
 : -8 | 47
- CS(=O)(=O)N1CCC(C(=O)NCc2ccncc2)CC1
 : 33 | 27
- O=C(O)CCC(=O)NC1CCCCC1NC(=O)CCC(=O)O (stereo unspecified)
 : 9 | 20
- CC(=O)C1=C(O)C(=O)N(Cc2cccnc2)C1c1ccc(Cl)cc1Cl (stereo unspecified)
 : -8 | 20
- Cc1ccc(C(=O)NC2CCCc3ccccc32)o1 (stereo unspecified)
 : 52 | 9.5
- CCOc1ccc(OCC)c(NC(=O)CCn2cccc2)c1
 : 64 | 14
- COc1cccc(N2CCN(S(=O)(=O)c3ccc4nc(-c5ccccc5)[nH]c4c3)CC2)c1
 : 2 | 23
- CCOc1cc(S(=O)(=O)N(Cc2ccccc2)Cc2ccccc2)c(OCC)cc1-n1cnnn1
 : -21 | 46
- O=C(C1CCN(S(=O)(=O)N2CCOCC2)CC1)N1CCOCC1
 : 40 | 22
- Cc1noc(C)c1C(=O)OCC(=O)c1c[nH]c2ccccc12
 : 17 | 36
- O=C(O)CCCC(=O)Nc1nc2n(n1)C(c1ccc(F)cc1)CC(c1ccc(Cl)cc1)N2 (stereo unspecified)
 : 23 | 28
- Cc1ccc(C2(C(F)(F)F)N=C3Sc4cc(C)ccc4N3C(=O)N2)cc1 (stereo unspecified)
 : 12 | 37
- CC1(C)CC2CC(C)(CN2C(=O)COC(=O)c2cc(Cl)cc(Cl)c2N)C1 (stereo unspecified)
 : -8 | 22
- CCN(CC)CCCNC(=O)c1nn(-c2ccccc2OC)c(=O)c2ccccc12
 : 37 | 14

Following part.
Fields: Htt clearance | Htt clearance grain fraction
- c1ccc(Cc2nn3c(COc4ccccc4)nnc3s2)cc1
 : -14 | 20
- CCOC(=O)CCC(=O)c1c(C)oc2ccc(OC)cc12
 : 18 | 15
- Cc1noc(C)c1COc1cccc(C(=O)Nc2ccc(C#N)cc2)c1
 : 1 | 20
- O=C1N(CN2CCC3(CC2)OCCO3)c2ccccc2C12OCCCO2
 : 14 | 16
- CCSc1nnc(NC(=O)CSc2nccn2-c2cc(C)cc(C)c2)s1
 : 42 | 20
- CCC1CCCCN1CC(=O)c1c(C)[nH]c2ccccc12 (stereo unspecified)
 : 63 | 7.1
- NC(=O)C1(N2CCCCC2)CCN(c2nc(-c3ccccc3)cs2)CC1
 : 18 | 28
- COc1cccc(/C=N/NC(=O)c2ccc(OCc3cccc(Br)c3)cc2)c1
 : 62 | 8.1
- CCC(=O)Nc1ccc(N2CCC(C)CC2)cc1
 : -7 | 21
- COc1cccc2sc(Nc3nc(-c4ccccn4)cs3)nc12
 : 38 | 22
- CCOC(=O)c1sc(C)c2c1NC1(CCCCCC1)NC2=O
 : 32 | 27
- CCOC(=O)c1c(-c2cccs2)csc1NC(=O)c1ccco1
 : 1 | 19
- O=C(CCC(=O)OCC(F)(F)C(F)F)Nc1ccc(Cl)cc1
 : 20 | 14
- COc1ccc(C2N(c3cc(Cl)ccc3OC)C(=O)C3CCCN32)cc1OC (stereo unspecified)
 : 13 | 36
- CC(=O)c1c(C)[nH]c(C(=O)NCCCN2CCCC2)c1C
 : 11 | 30
- Cc1ccc(C(=O)CSc2nnc(CNc3ccc(C)cc3C)n2Cc2ccco2)cc1
 : 2 | 18
- COCCOC(=O)C1=C(C)NC(=O)NC1c1cccs1 (stereo unspecified)
 : -6 | 43
- Cc1ccc(N2C(=O)c3ccccc3C2(O)c2ncc[nH]2)cc1 (stereo unspecified)
 : -20 | 24
- CCc1ccccc1OCC(=O)Nc1ccc(S(N)(=O)=O)cc1
 : 22 | 16
- Cc1cc(C)cc(OCc2nnc(SCC(=O)c3ccc(Br)cc3)o2)c1
 : 57 | 7.7

(continued)
Fields: Htt clearance | Htt clearance grain fraction
- CCOc1ccc(-c2nc(CSc3nncs3)cs2)cc1OC
 : 27 | 32
- COc1ccc(CN2C(=O)c3ccccc3C2C(=O)NCC2CCCO2)c(OC)c1 (stereo unspecified)
 : 47 | 18
- CCOC(=O)C1CCN(c2nc(-c3ccccc3)nc3c2oc2ccccc23)CC1
 : 31 | 29
- CCCc1noc2c1/C(=N\O)CC(c1ccccc1)C2 (stereo unspecified)
 : 16 | 17
- COc1cc(NC(=O)C2CCCN(S(=O)(=O)c3cccc4nsnc34)C2)cc(OC)c1 (stereo unspecified)
 : 0 | 34
- CCCC(C)C(=O)Nc1nnc(C)s1 (stereo unspecified)
 : 1 | 36
- CCN(CC)CCNC(=O)C1CCN(S(=O)(=O)N2CCCCC2)CC1
 : 46 | 10
- CCCOc1nc(N)c(C#N)c(-c2ccccc2F)c1C#N
 : 2 | 20
- CCOc1ccc(NC(=O)N(CCN(C)C)C(C)c2ccncc2)cc1 (stereo unspecified)
 : 30 | 35
- C=C(C)Cn1c(COc2ccccc2)nnc1SCC(=O)O
 : -12 | 46
- C=CCOc1ccc(CNc2nccs2)cc1OCC
 : 0 | 18
- COc1ccc(-c2nc(C)ncc2-c2csc(C)n2)c(O)c1
 : 20 | 16
- COc1ccc(Cl)cc1S(=O)(=O)NCc1cccnc1
 : -29 | 25
- CCN(CC)C(=O)C1=C(C)NC(=O)NC1c1ccccc1F (stereo unspecified)
 : -62 | 30
- Cc1c(NC(=O)CSc2nc(-c3ccco3)cc(C(F)(F)F)n2)c(=O)n(-c2ccccc2)n1C
 : 62 | 7
- CCc1nnc(NC(=O)CSc2nnc(-c3c[nH]c4ccccc34)n2CC)s1
 : ? | nt
- COc1cc(C(=S)N2CCC(C(N)=O)CC2)ccc1O
 : -67 | 34
- COc1ccccc1C(=O)N1CCN=C1c1ccccc1
 : -66 | 31
- COc1cc2c(cc1OC)CN(C(=O)CSc1nc(N)c(C#N)cc1C#N)CC2
 : 16 | 28
- Cc1ccc(NS(=O)(=O)c2c(C)[nH]c(=O)[nH]c2=O)cc1C
 : -20 | 22

The list goes on.
Fields: Htt clearance | Htt clearance grain fraction
- FC(F)(F)c1cccc(N2Cc3ccccc3C2)c1
 : 32 | 23
- Cc1ccc(C(=O)Nc2ccccc2N2CCN(C(=O)C(C)C)CC2)cc1
 : 19 | 28
- COc1ccc2oc(C(F)(F)C(F)F)cc(=O)c2c1
 : -3 | 43
- Cc1onc(-c2ccccc2)c1C(=O)N1CCN(C/C=C/c2ccccc2)CC1
 : -75 | 82
- CC(C)Cn1c(N)c(S(=O)(=O)c2cccs2)c2nc3ccccc3nc21
 : -18 | 47
- Cc1ccc(C)c(C(C)NC(=O)C2C3CCC(O3)C2C(=O)O)c1 (stereo unspecified)
 : -40 | 48
- CCOC(=O)C1=C(Nc2ccc(C)cc2)CC(C)(O)C(C(=O)OCC)C1c1ccccc1 (stereo unspecified)
 : 7 | 20
- CC(=O)Nc1ccc(S(=O)(=O)NC(CC(=O)O)c2ccc(OC(C)C)cc2)cc1 (stereo unspecified)
 : -20 | 48
- Cn1nc(OCC(N)=O)ccc1=O
 : -55 | 30
- COc1ccc(S(=O)(=O)NCCC(=O)NC2CCCCCCC2)cc1
 : -12 | 52
- O=C(Nc1nsc(-c2ccccc2)n1)c1ccncc1
 : 20 | 32
- Cc1nnc(SCC(=O)N2CCOCC2)s1
 : -37 | 24
- O=C(NCc1nc2ncc(Br)cc2[nH]1)c1ccccc1
 : 29 | 29
- Cc1ccc(NC(=O)CCn2c(=O)oc3ccccc32)c(C)c1
 : 44 | 21
- O=C1C2C3C=CC(C3)C2C(=O)N1CCCCN1C(=O)C2C3C=CC(C3)C2C1=O (stereo unspecified)
 : -76 | 36
- COC(=O)C1=C(C)OC(N)=C(C#N)C1c1ccco1 (stereo unspecified)
 : -71 | 33
- N#CCCn1c(SCC(=O)NCCc2ccc(F)cc2)nc2ccccc21
 : 30 | 27
- Brc1cccc(-c2n[nH]c(-c3ccccc3)n2)c1
 : -20 | 56
- Cn1c(=O)c2c(nc(SCc3cccnc3)n2Cc2ccc(F)cc2)n(C)c1=O
 : -6 | 43
- COc1ccc(Oc2ccc3c(C(F)(F)F)cc(C(F)(F)F)nc3n2)cc1
 : -8 | 23

(cont.)
Fields: Htt clearance | Htt clearance grain fraction
- Cn1c(=O)cc(OCCCC(=O)NCc2ccccn2)c2ccccc21
 : -2 | 32
- Cc1nc2sc(C(c3ccc(Cl)cc3)N3CCN(c4ccccc4F)CC3)c(O)n2n1 (stereo unspecified)
 : -14 | 39
- O=C(c1cccc(Br)c1)N1CCN(C(=O)c2cccc(Br)c2)CC1
 : -27 | 25
- CCOc1ccc(C2C(C#N)=C(N)Oc3nc[nH]c(=O)c32)cc1OC (stereo unspecified)
 : 5 | 38
- CC1N(C)c2cccc3cccc(c23)N1C
 : 44 | 11
- O=C(CN(Cc1ccccc1)C(=O)c1ccco1)NCc1ccc(F)cc1
 : 23 | 24
- CC(NC(=O)c1ccc(F)cc1)c1nc2ccccc2n1Cc1ccccc1F (stereo unspecified)
 : 6 | 15
- CCOC(=O)C1CCN(C(c2ccccn2)c2c(C)[nH]c3ccccc23)CC1 (stereo unspecified)
 : 16 | 18
- COC(=O)c1sc(N)c(C(=O)OC)c1CSc1nnc(-c2ccccc2Cl)n1C
 : -7 | 22
- Cc1ccc(C)c(NS(=O)(=O)c2cc(C(=O)NCCSC3CCCCC3)ccc2C)c1
 : 50 | 17
- CCOc1ccc2c(C)nc(NC3=NC(C)(C)C=C(C)N3)nc2c1
 : -4 | 20
- O=C(Nc1cccc(Br)c1)c1ccc(Cl)c(S(=O)(=O)N2CCOCC2)c1
 : -9 | 21
- O=S1(=O)C=C(SCc2ccc(Cl)c(Cl)c2)Nc2ccccc21
 : -96 | 76
- Cc1occc1-c1nnc(SCC(=O)N2c3ccccc3CCc3ccccc32)n1C
 : 7 | 31
- CC(NS(C)(=O)=O)C(c1cccs1)N1CCN(c2ccc(F)cc2)CC1 (stereo unspecified)
 : 0 | 32
- C/C(=N\NC(=S)NCCc1ccccc1)c1ccc(C)cc1
 : -33 | 25
- COc1ccc2c(c1)CCc1c(C(=O)N3CCCc4ccccc43)noc1-2
 : -82 | 37
- Cc1cc(NC(=O)CSc2nc(C(C)C)nc3sc(C)c(C)c23)no1
 : 34 | 14
- CCCOc1ccc(N2C(=O)CC(N3CCN(c4ccccc4F)CC3)C2=O)cc1 (stereo unspecified)
 : 54 | 15
- Cc1ccc(S(=O)(=O)C2(C(=O)Nc3cccnc3)CC2)cc1
 : 51 | 15

Carrying on.
Fields: Htt clearance | Htt clearance grain fraction
- O=C(Cn1cnc2c(cnn2-c2ccccc2)c1=O)c1ccc(Cl)cc1
 : 28 | 23
- O=C(NC(O)C(=O)c1cccs1)c1cccnc1 (stereo unspecified)
 : -10 | 32
- CC(=O)c1cccc(S(=O)(=O)N2CCN(c3nc4cc(C)cc(C)c4cc3C#N)CC2)c1
 : -68 | 61
- COc1ccc(C(=O)Nc2cccnc2)cc1S(=O)(=O)N1CCOCC1
 : 20 | 27
- CS(=O)(=O)N(CC(=O)O)c1ccc2c(c1)OCO2
 : -48 | 29
- COc1ccccc1N=Cc1nc(-c2ccccc2)oc1OC(C)=O
 : 35 | 13
- O=C(c1ccc([N+](=O)[O-])cc1)n1nc(-c2ccccc2)nc1NCc1ccccc1
 : -46 | 45
- COc1cccc(C(=O)Nc2ccc3nc(N4CCN(c5ncccn5)CC4)cc(C)c3c2)c1OC
 : -41 | 25
- CCCS(=O)(=O)N1CCC(C(=O)NCCN(CC)c2ccccc2)CC1
 : -46 | 46
- CCOc1ccc(C2=NNC(c3cccs3)=Nc3ccc(OC)cc32)cc1OCC
 : 11 | 18
- O=C(CCC1COc2ccccc2O1)Nc1ncccc1O (stereo unspecified)
 : -109 | 38
- COc1ccc(O)c(C(=O)c2cc(C#N)c(=O)n(CCN3CCOCC3)c2)c1
 : 18 | 31
- Cc1cc(C)c(NC(=O)CS(=O)CC(=O)N2CCN(c3ccccc3)CC2)c(C)c1 (stereo unspecified)
 : -34 | 57
- Cc1ncoc1C(=O)Nc1cccc(Cl)c1
 : 34 | 26
- O=C(Nc1ccccn1)c1c(O)c2cccc3c2n(c1=O)CCC3
 : 5 | 32
- COc1ccccc1N1CCN(S(=O)(=O)CC23CCC(CC2=O)C3(C)C)CC1 (stereo unspecified)
 : 28 | 15
- COc1ccccc1CNc1nc2nc(C)c(Cl)c(=O)n2[nH]1
 : 3 | 33
- CC(C)CC(c1nnnn1Cc1ccccc1)N1CCC(C(N)=O)CC1 (stereo unspecified)
 : -27 | 22
- CCOC(=O)C1=C(c2ccccc2)N2CCS(=O)(=O)N=C2S1
 : -31 | 22
- N=c1cc(C2(O)CCCCC2)n2c(nc3ccccc32)s1
 : 28 | 16

The listing continues:
Fields: Htt clearance | Htt clearance grain fraction
- Nc1nc(CN2CCc3ccccc3C2)nc(Nc2ccccc2)n1
 : -46 | 26
- Cc1ccccc1NC(=O)NCc1ccco1
 : 12 | 18
- CC1CN(c2nn3c(=O)c4ccccc4nc3c3ccccc23)CC(C)O1 (stereo unspecified)
 : -7 | 37
- N#Cc1c2n(cnc1=O)CCCCC2
 : 43 | 13
- CC(=O)NC1=NN(C(C)=O)C(C)(c2ccc(Cl)s2)S1 (stereo unspecified)
 : 16 | 16
